CHRM4 antagonist: human M4 muscarinic receptor antagonists, primary screen, CHO cells, Fluo-8 calcium fluorescence | inhibition, % at 3 µM | Muscarinic acetylcholine receptor M4 (Homo sapiens), P08173 | CHO-hM4 cells, ACh EC80 | AID 624125, 2012 | hit rate 0.73% among 360,000;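 active = inhibition above its plate's cutoff, the mean inhibition of sample wells plus 3 SD, cut at about 27% in these data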;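 note: 0% = acetylcholine EC80 with DMSO and 100% = DMSO without agonist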
Target sequence (P08173 whole entry, looked up): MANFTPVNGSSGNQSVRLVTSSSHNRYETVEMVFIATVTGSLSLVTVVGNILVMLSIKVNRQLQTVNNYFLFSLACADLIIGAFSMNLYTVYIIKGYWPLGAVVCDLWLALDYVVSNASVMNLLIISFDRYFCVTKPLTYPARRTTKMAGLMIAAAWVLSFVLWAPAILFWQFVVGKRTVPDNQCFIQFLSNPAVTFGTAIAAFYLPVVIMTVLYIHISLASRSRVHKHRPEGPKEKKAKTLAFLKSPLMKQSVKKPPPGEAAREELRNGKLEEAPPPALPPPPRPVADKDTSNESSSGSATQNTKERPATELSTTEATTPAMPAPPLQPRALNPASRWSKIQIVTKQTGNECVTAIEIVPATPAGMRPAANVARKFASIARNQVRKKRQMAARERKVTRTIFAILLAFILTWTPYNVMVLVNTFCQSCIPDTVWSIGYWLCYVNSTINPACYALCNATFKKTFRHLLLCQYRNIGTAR
CHRM4 PAM: human M4 muscarinic receptor positive allosteric modulators, primary screen, CHO-K1 cells, Fluo-8 calcium fluorescence; Muscarinic acetylcholine receptor M4 (Homo sapiens), P08173; CHO-K1 hM4/Gqi5, ACh EC20; 0% = ACh EC20, 100% = maximal ACh; activation, % at 3 µM; hit rate 0.4% among 360,000;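 active = activation above its plate's cutoff, the mean activation of sample wells plus 3 SD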; note: some results filed as inactive read as strong as hits
M1 PAM parental: nonselective calcium activators in parental CHO-K1 cells, primary screen, counter-screen for M1 PAM project, cell-based, Fluo-8 calcium fluorescence, full deck, 1536-well; ATP EC20; 0% at ATP EC20, 100% at ATP max; activation, % at 3 µM; hit rate 0.02% among 360,000; AID 602247, 2012;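 active = activation above the run cutoff, the mean activation of all test compounds plus 3 SD, cut at about 40% in these data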;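 note: peak over basal fluorescence ratio in a 140 s read after ATP addition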
CHRM5 PAM: human M5 muscarinic receptor positive allosteric modulators, primary screen, CHO-K1 cells, Fluo-8 calcium fluorescence | CHO-K1 hM5, ACh EC20 PAM; 0% = ACh EC20, 100% = ACh EC100 | activation, % at 3 µM | hit rate 0.3% among 360,000 | AID 624038, 2012;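 active = activation above the run cutoff, the mean activation of all test compounds plus 3 SD, cut at about 18% in these data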
Target sequence (P08912 whole entry, looked up): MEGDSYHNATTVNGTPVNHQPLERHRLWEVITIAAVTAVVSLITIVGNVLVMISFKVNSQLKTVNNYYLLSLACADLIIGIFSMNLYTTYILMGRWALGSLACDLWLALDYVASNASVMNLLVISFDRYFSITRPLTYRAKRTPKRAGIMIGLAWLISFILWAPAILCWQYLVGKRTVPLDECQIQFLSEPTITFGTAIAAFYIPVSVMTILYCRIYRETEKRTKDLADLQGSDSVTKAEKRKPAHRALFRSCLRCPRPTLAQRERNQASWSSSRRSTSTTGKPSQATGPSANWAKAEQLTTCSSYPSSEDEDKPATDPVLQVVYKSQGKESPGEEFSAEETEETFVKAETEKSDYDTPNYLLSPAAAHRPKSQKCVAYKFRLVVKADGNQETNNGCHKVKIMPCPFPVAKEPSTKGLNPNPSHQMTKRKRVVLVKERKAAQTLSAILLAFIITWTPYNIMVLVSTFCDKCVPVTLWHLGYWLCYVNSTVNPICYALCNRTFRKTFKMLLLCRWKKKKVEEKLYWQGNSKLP
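Probe or stimulus: acetylcholine, EC20 level; Assay system: human M5 receptor in CHO-K1 cells; Schedule: compound preincubation 140 s before EC20 acetylcholine addition; Technique: intracellular calcium via Fluo-8 fluorescence; Dosing: single-point, 3 µM nominal; Read-out basis: percent activation from peak-over-basal fluorescence ratio, scaled EC20-to-EC100 acetylcholine; Repeats: one well per compound, no replicates.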
CHRM5 antagonist: human M5 muscarinic receptor antagonists, primary screen, CHO cells, Fluo-8 calcium fluorescence; Muscarinic acetylcholine receptor M5 (Homo sapiens), P08912; CHO-hM5 cells, ACh EC80; inhibition, % at 3 µM; hit rate 0.59% among 360,000; AID 624040, 2012;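 active = inhibition above a per-plate cutoff, the mean of that plate's test compounds plus 3 SD, cut at about 27% in these data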;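 note: 0% = acetylcholine EC80 with DMSO and 100% = DMSO without agonist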
CHRM5 agonist: human M5 muscarinic receptor agonists, primary screen, CHO-K1 cells, Fluo-8 calcium fluorescence; Muscarinic acetylcholine receptor M5 (Homo sapiens), P08912; CHO-K1 hM5 cells; 0% DMSO wells, 100% maximal acetylcholine response; activation, % at 3 µM; hit rate 0.19% among 360,000; AID 624037, 2012;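 active = activation above the run's mean over test compounds plus 3 SD, cut at about 23% in these data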;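 note: signal is peak over basal fluorescence ratio across the kinetic read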
CHRM4 agonist: human M4 muscarinic receptor agonists, primary screen, CHO-K1 cells, Fluo-8 calcium fluorescence; Muscarinic acetylcholine receptor M4 (Homo sapiens), P08173; CHO-K1 hM4/Gqi5; vehicle 0%, full acetylcholine response 100%; activation, % at 3 µM; hit rate 0.14% among 360,000;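 active = activation above the run mean over all test wells plus 3 SD, cut at about 32% in these data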;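 note: peak over basal fluorescence ratio per well then scaled between controls; 0% = DMSO wells and 100% = acetylcholine at EC100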
M1 ag parental: counter-screen for M1 agonists: effect in parental CHO-K1 cells; Fluo-8 calcium fluorescence; scaled to maximal ATP response, vehicle zero; activation, % at 3 µM; hit rate 0.48% among 360,000; in the data active = activation above about 15%;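 note: untransfected CHO-K1 host cells lacking M1 receptor as counterscreen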
CHO-K1 Ca antag: nonselective inhibitor or artifact in parental CHO-K1 cells; ATP-induced calcium, Fluo-8 fluorescence; inhibition, % at 3 µM; hit rate 0.6% among 360,000; AID 602250;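 active = inhibition above a per-plate cutoff, the plate's mean sample inhibition plus 3 SD, cut at about 24% in these data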;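 note: 0% = DMSO plus EC80 ATP and 100% = DMSO alone without ATP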
An asterisk follows results filed as active; x = not tested or not shown.

SMILES | CHRM4 antagonist | CHRM4 PAM | M1 PAM parental | CHRM5 PAM | CHRM5 antagonist | CHRM5 agonist | CHRM4 agonist | M1 ag parental | CHO-K1 Ca antag
C=CCN1C(=O)c2ccccc2NC1c1cc(Br)cs1 (configuration not stated) | 4 | -10 | -9 | -3 | 12 | -5 | -1 | 0.6 | -12
O=C(c1cnn2c(C(F)F)cc(C3CC3)nc12)N1CCc2ccccc2C1 | -6 | -12 | 9 | -17 | 12 | 0 | 11 | 2.8 | 10
COC(=O)C[C@@H]1C=C[C@H](NC(=O)Nc2cc(F)ccc2F)[C@@H](CO)O1 | -6 | 3 | x | -1 | -2 | 0 | 1 | x | x
Cc1ccc2ccc3cccc4ccc1c2c34 | -4 | 9 | 5 | 1 | 5 | 1 | 0 | 0.0 | -12
CCS(=O)(=O)Nc1cccc(C2=NN(S(=O)(=O)c3ccc(C)cc3)C(c3ccco3)C2)c1 (configuration not stated) | -16 | 13 | 17 | 3 | 3 | -3 | 3 | 0.3 | -1
CN(C(=O)COC(=O)c1nc(Cl)ccc1Cl)c1ccccc1 | -9 | 5 | 21 | 0 | 7 | -1 | 3 | 2.2 | -16
O=C(Nc1cccc([N+](=O)[O-])c1)C1C2CCCCC21 (configuration not stated) | 8 | -2 | 22 | -4 | 2 | 2 | 3 | 2.8 | -6
CCN(CC)S(=O)(=O)c1ccc(Cl)c(C(=O)NNC(=O)c2csc(N3CCOCC3)n2)c1 | 11 | 4 | -5 | 7 | 7 | 0 | 2 | -0.1 | -5
O=C(c1nc2ccc(Cl)cn2c1CNCC[C@@H]1C[C@@H]2C=C[C@H]1C2)N1CCCCCCC1 | 10 | -17 | 13 | 2 | 8 | 1 | 2 | 0.4 | -1
Cc1c(C(=O)NC(=S)Nc2ccc(NC(=O)c3cccs3)cc2)cccc1[N+](=O)[O-] | 13 | -10 | 9 | -15 | 7 | -1 | 14 | 6.0 | 2
CC1CC(c2ccccc2)n2nc(NC(=O)CCc3ccccc3)nc2N1 (configuration not stated) | 1 | 9 | 4 | -2 | 6 | -2 | 0 | 0.1 | 1
COc1ccc(CN2C(=O)c3oc4ccccc4c(=O)c3C2c2ccc(O)c(OC)c2)cc1 (configuration not stated) | 4 | 12 | 19 | 1 | 8 | 1 | 0 | 0.3 | -17
Cn1cnnc1SCCn1c(N2CCCCC2)nc2c1c(=O)[nH]c(=O)n2C | 7 | 18 | 11 | 3 | -1 | 0 | 0 | 0.3 | -12
O=[N+]([O-])c1ccc(COc2ccc(CNc3ccccc3)cc2)cc1 | 9 | -14 | 14 | -13 | 5 | -6 | -1 | 9.5 | -3
Cc1ccc(-c2csc3nc(C(C)C)oc(=O)c23)c(C)c1 | -5 | -3 | -10 | 8 | -11 | 5 | 0 | 0.4 | -6
CC(NC(=S)N1CCOCC1)c1ccccc1 (configuration not stated) | 8 | -3 | -13 | -3 | 6 | -2 | 0 | -0.5 | 15
CCCCCCCNC(=O)C1(CC2CC(c3ccccc3)=NO2)CCN(C(=O)OC(C)(C)C)CC1 (configuration not stated) | 4 | -1 | -4 | -2 | 12 | -2 | 1 | 0.6 | -18
CCCCOP(=O)(c1ccc(N(C)C)cc1)C(O)c1ccc(OC)c(OC)c1 (configuration not stated) | -8 | 2 | -7 | 5 | 3 | 5 | 2 | -0.2 | -3
Cc1cccc(NC(=S)N(CCCN2CCOCC2)Cc2cn(C)c3ccccc23)c1 | 0 | 22 | -3 | -6 | 3 | 0 | 2 | 0.6 | -1
CSc1nsc(SC)c1-c1ccc(Cl)cc1 | -16 | 3 | 18 | 0 | -2 | 1 | -2 | -0.4 | -10
COCCN(CC1CCCN(C2Cc3ccccc3C2)C1)C(=O)c1ccc(C(C)=O)cc1 (configuration not stated) | -5 | -14 | -18 | 4 | -10 | -5 | -1 | -0.1 | 1
CC1=NN(c2nc3ccccc3[nH]2)C(=O)C1Cc1ccccc1 (configuration not stated) | -13 | 2 | -6 | -1 | -4 | 1 | 1 | 0.5 | -2
O=C1CC(c2ccccc2)CC2=C1C=Nc1ccccc1N2 (configuration not stated) | -3 | -8 | -9 | -13 | 14 | 1 | 3 | 2.5 | 3
CN(CC(=O)Nc1cccc(F)c1)C(=O)c1ccccc1CCc1ccccc1 | -4 | 5 | 6 | -8 | 3 | -1 | 6 | 2.2 | 3
Cc1ccc(NC(=O)NCCN2CCCCC2)cc1C | -1 | -8 | 9 | 3 | 4 | -7 | 1 | 0.5 | -5
CC1CCN(CCOCCOc2ccccc2Br)CC1 | 15 | -13 | 22 | -6 | -4 | -8 | 1 | 0.6 | -7
[O-]/C(=C(\C(=S)Nc1ccccc1F)[n+]1ccccc1)c1ccc(OC(F)F)cc1 | 2 | -7 | 13 | 5 | -2 | -2 | 0 | -0.1 | -13
O=C(C1=C[C@@H](c2ccc(C(F)(F)F)cc2)C[C@@H](OCCCCO)O1)N1CCN(Cc2ccccc2)CC1 | 4 | 6 | -3 | -1 | 2 | 3 | 8 | 0.5 | 1
O=C(Cc1nc(-c2cnccn2)no1)NNC(=O)Nc1ccccc1 | 4 | -20 | 5 | -17 | 8 | 1 | 17 | 5.3 | 0
Cc1c(C(=O)Nc2ccccc2)csc1-c1ccccc1 | 3 | -6 | 4 | -7 | 6 | -3 | 0 | 0.2 | 6
O=C(C1=NN[C@@H]2C(=O)N(c3ccccc3C(F)(F)F)C(=O)[C@H]12)c1cnccn1 | 3 | -2 | 22 | -8 | 17 | 0 | 4 | 2.3 | -14
OC1(CNCc2ccccc2)C2CC3CC(C2)CC1C3 (configuration not stated) | -3 | -19 | 14 | 1 | -4 | 0 | 7 | 4.7 | -9
CC(=O)N1CCC(=NNC(=O)CSc2cc(C)c(Br)cc2C)CC1 | -5 | -4 | 22 | 1 | -5 | -5 | 1 | 1.3 | -10
N/C(=N\OC(=O)CCCOc1ccccc1)c1ccccc1 | -3 | 3 | 7 | 3 | -18 | 2 | 0 | 0.0 | -5
CC(Oc1ccc(Br)cc1)C(=O)Nc1cc(S(=O)(=O)N2CCOCC2)ccc1N1CCCC1 (configuration not stated) | -20 | 6 | -7 | -2 | 6 | -4 | -1 | 0.1 | 9
Cc1[nH]c2ccccc2c1SCc1nnc(SCc2ccc(Cl)cc2)n1C | -2 | -13 | 15 | -7 | 9 | 1 | 3 | 0.6 | -9
Nc1nccc(-c2cccs2)n1 | -6 | 3 | 20 | 3 | 8 | 2 | 1 | 0.7 | -7
CCCN(CC(=O)Nc1cc(Cl)ccc1Cl)C(=O)c1ccccn1 | -3 | 8 | -4 | 1 | 0 | 0 | 1 | 0.1 | -5
CC(Oc1ccccc1)C(=O)Nc1ccc(C(N)=O)cc1 (configuration not stated) | 4 | 9 | 8 | -3 | 3 | 2 | 4 | 1.6 | -6
CCCCC(=O)NC1(C(F)(F)F)NC(=O)N(Cc2ccccc2)C1=O (configuration not stated) | -7 | 0 | 6 | 2 | 5 | 1 | 2 | 0.8 | -22
COc1ccc(-n2nc3c(N4CCC(C(=O)NCc5cccc(C)c5)CC4)nnc(C)c3c2C)cc1 | 3 | -6 | 20 | 6 | -7 | -8 | -2 | -0.4 | -13
Cc1nc(C)n(C(Oc2ccc(Cl)cc2Cl)C(=O)C(C)(C)C)n1 (configuration not stated) | -2 | 1 | 17 | 3 | 6 | -6 | 0 | 1.9 | -4
COc1ccc(OC)c(Nc2ncnc3ccccc23)c1 | -2 | -1 | 20 | -4 | 1 | -5 | 0 | 0.1 | -13
C(=C\c1ccccc1)/CN1CCN(C(c2ccnc3ccccc23)c2nnnn2C2CCCCC2)CC1 (configuration not stated) | -9 | -8 | 15 | -22 | 24 | -8 | 2 | -0.1 | -20
COc1ccc(CCNC(=O)CC2SC(=NCc3ccccc3OC)NC2=O)cc1 (configuration not stated) | -8 | 4 | 0 | 13 | 1 | 2 | 3 | 0.0 | -5
COc1ccccc1C(=O)NC(=O)COC(=O)c1cc[n+]([O-])cc1 | 4 | 5 | -5 | 0 | 7 | 4 | 1 | 1.1 | -1
Cc1[nH]n(C(N)=S)c(=O)c1C(c1ccccc1)C(C#N)C#N (configuration not stated) | -11 | 2 | 19 | 0 | -8 | -3 | 1 | 0.7 | -4
COc1ccccc1N1CCN(C(=O)C(Sc2ccccc2)c2ccccc2)CC1 (configuration not stated) | 15 | -6 | 27 | -7 | 3 | 0 | 6 | 3.0 | -7

Five entries already listed, ordered by length of the SMILES, low to high.
SMILES | CHRM4 antagonist | CHRM4 PAM | M1 PAM parental | CHRM5 PAM | CHRM5 antagonist | CHRM5 agonist | CHRM4 agonist | M1 ag parental | CHO-K1 Ca antag
CN(C(=O)COC(=O)c1nc(Cl)ccc1Cl)c1ccccc1 | -9 | 5 | 21 | 0 | 7 | -1 | 3 | 2.2 | -16
Cc1nc(C)n(C(Oc2ccc(Cl)cc2Cl)C(=O)C(C)(C)C)n1 (configuration not stated) | -2 | 1 | 17 | 3 | 6 | -6 | 0 | 1.9 | -4
[O-]/C(=C(\C(=S)Nc1ccccc1F)[n+]1ccccc1)c1ccc(OC(F)F)cc1 | 2 | -7 | 13 | 5 | -2 | -2 | 0 | -0.1 | -13
CCN(CC)S(=O)(=O)c1ccc(Cl)c(C(=O)NNC(=O)c2csc(N3CCOCC3)n2)c1 | 11 | 4 | -5 | 7 | 7 | 0 | 2 | -0.1 | -5
O=C(c1nc2ccc(Cl)cn2c1CNCC[C@@H]1C[C@@H]2C=C[C@H]1C2)N1CCCCCCC1 | 10 | -17 | 13 | 2 | 8 | 1 | 2 | 0.4 | -1

Bioassay records deposited in PubChem BioAssay by The Scripps Research Institute Molecular Screening Center.
